Screening results: PubChem, several laboratories
FadD28 FP inh = inhibitors of FadD28 bisubstrate probe binding, primary screen, biochemical, fluorescence polarization, single point; inhibition, % at 12.5 µM; hit rate 0.22% among 360,000; Mycobacterium tuberculosis FadD28 fatty-acid-AMP ligase; in the data active = inhibition above about 8.5%, passing the limit was not always enough; inconclusive = no clear call, values can overlap the other calls
PfHsp40 yeast = rescue of yeast from PfHsp40 toxicity, primary screen, S. cerevisiae, ATP luminescence. hit rate 0.68% among 340,000. growth rescue, % at 12.5 µM. S. cerevisiae expressing PfHsp40, growth rescue; in the data active = growth rescue above about 28%, passing the limit was not always enough; inconclusive = no clear call, values can overlap the other calls;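 note: yeast W303a lacking pdr1 and pdr3 grown in galactose medium; growth measured after three days at 30 °C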
Mtb FBA inh = Mtb FBA enzyme inhibitors, primary screen, biochemical, fluorescence, strain H37Rv; AID 588726, 2011; Fructose-bisphosphate aldolase (Mycobacterium tuberculosis (strain ATCC 25618 / H37Rv)), …; purified M. tuberculosis FBA, fluorescence read-out; hit rate 2.3% among 360,000; inhibition, % at 1 µM; in the data active = inhibition above about 27%;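 note: 0% = vehicle and 100% = reference inhibitor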
Target sequence (P9WQA3 whole entry, looked up): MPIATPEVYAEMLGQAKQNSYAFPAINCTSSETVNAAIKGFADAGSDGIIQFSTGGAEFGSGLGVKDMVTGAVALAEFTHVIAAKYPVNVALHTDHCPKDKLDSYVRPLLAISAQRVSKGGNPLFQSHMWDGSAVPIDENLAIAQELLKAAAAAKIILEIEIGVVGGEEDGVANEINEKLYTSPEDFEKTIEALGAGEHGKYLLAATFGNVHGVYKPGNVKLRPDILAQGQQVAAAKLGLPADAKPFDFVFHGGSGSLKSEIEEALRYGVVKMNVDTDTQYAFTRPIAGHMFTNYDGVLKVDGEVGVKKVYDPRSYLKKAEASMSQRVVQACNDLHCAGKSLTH
GDH-TPI counter = GDH-TPI coupling enzyme inhibitors, primary screen, artefact control for M. tuberculosis FBA inhibitor project, biochemical, absorbance, full deck; GDH-TPI coupled enzyme counterscreen, NADH absorbance; inhibition, % at 4.8 µM; hit rate 1.2% among 360,000; in the data active = inhibition above about 30%;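 note: 0% = DMSO wells and 100% = wells lacking the enzyme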
BoNT-A LC inh2 = BoNT/A light chain protease inhibitors, primary screen, biochemical, flow cytometry, MLPCN library | Botulinum neurotoxin type A light chain protease (Clostridium botulinum A str. ATCC 3502) | multiplex microsphere protease substrate cleavage | inhibition, % at 10 µM | hit rate 0.17% among 360,000 | AID 588499, 2011; note: plate controls were buffer without enzyme for full effect and enzyme alone for no effect
BoNT F protease = BoNT/F light chain protease inhibitors, primary screen, biochemical, flow cytometry, MLPCN library | AID 588497, 2011 | hit rate 0.22% among 360,000 | Botulinum neurotoxin type F light chain protease (Clostridium botulinum) | inhibition, % at 10 µM | Multiplex microsphere protease cleavage assay; in the data active = inhibition above about 35%, passing the limit was not always enough; inconclusive = no clear call, values can overlap the other calls; note: plate controls were buffer without enzyme for full effect and enzyme alone for no effect
BioA inh = M. tuberculosis BioA enzyme inhibitors, primary screen, biochemical, plate reader, single point, HTS | purified M. tuberculosis BioA enzyme | 7,8-diaminopelargonic acid synthase BioA (Mycobacterium tuberculosis) | hit rate 0.096% among 360,000 | inhibition, % at 9.99 µM | AID 602481, 2012; in the data active = inhibition above about 40%; inconclusive = no clear call, values can overlap the other calls
UGM FP inh = M. tuberculosis UGM enzyme inhibitors, primary screen, biochemical, fluorescence polarization, single point; inhibition, % at 10 µM; hit rate 0.06% among 320,000; purified UGM, fluorescence polarization probe displacement; AID 504406, 2011; in the data active = inhibition above about 10%, passing the limit was not always enough; inconclusive = no clear call, values can overlap the other calls
Target sequence (P9WIQ1 whole entry, looked up): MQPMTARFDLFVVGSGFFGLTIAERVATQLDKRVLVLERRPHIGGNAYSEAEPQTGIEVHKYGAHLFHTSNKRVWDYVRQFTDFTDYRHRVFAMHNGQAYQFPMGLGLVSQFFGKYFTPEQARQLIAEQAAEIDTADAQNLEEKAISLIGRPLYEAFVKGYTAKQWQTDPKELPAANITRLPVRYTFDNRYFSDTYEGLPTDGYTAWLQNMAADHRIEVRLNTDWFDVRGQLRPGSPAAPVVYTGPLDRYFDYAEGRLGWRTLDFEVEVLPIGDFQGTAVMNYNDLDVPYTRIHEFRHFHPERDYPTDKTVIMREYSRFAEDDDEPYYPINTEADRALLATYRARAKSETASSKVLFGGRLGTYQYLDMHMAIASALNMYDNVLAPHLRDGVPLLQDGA
Anthrax LF inh2 = Bacillus anthracis LF protease inhibitors, primary screen, biochemical, multiplex microsphere, MLPCN library | Lethal factor (Bacillus anthracis), P15917 | multiplex microsphere protease cleavage assay | inhibition, % at 10 µM | hit rate 0.12% among 360,000 | AID 588501, 2011; note: plate controls were buffer without enzyme for full effect and enzyme alone for no effect
* = called active by the depositor; ? = inconclusive; . = not tested or not shown; & = joins results of further samples. Cut-off read from the data, not from the text of the source, unless noted: active = inhibition above about 30%; inconclusive = no clear call, values can overlap the other calls; inactive = below that.

nr | SMILES | FadD28 FP inh | PfHsp40 yeast | Mtb FBA inh | GDH-TPI counter | BoNT-A LC inh2 | BoNT F protease | BioA inh | UGM FP inh | Anthrax LF inh2
1 | CC(=O)Nc1nonc1-c1nc2ccccc2n1CCC(C)C | -0.7 | 2.2 | 0.9 | -1.6 | -1.1 | -5.2 | -1.7 | 1.8 | 4.3
2 | N#Cc1cc(C(=O)Cc2ccccc2)c[nH]1 | -1.7 | -0.4 | -1.3 | -3.7 | -1.1 | 2.2 | -1.2 | 1.4 | -10.3
3 | CC(=O)c1ccc(NC(=O)CN2C(=O)NC3(CCCc4ccccc43)C2=O)cc1 (configuration not stated) | -0.1 | -0.9 | -0.2 | 0.0 | . | . | -0.4 | -0.4 | .
4 | CCN(CC)C(CNC(=O)c1cc(=O)[nH]c2ccccc12)c1ccccc1Cl (configuration not stated) | -3.3 | -1.0 | -1.0 | 9.1 | 0.2 | -0.5 | -0.8 | 1.0 | -0.2
5 | Cc1sc(NC(=O)c2cccnc2)nc1-c1ccccc1 | -0.6 | -0.7 | 0.4 | 5.3 | 0.6 | 4.2 | . | -5.1 | 3.4
6 | CC(C)n1cc(/C=N/Nc2ccc(Cl)c(C(=O)O)c2)c2ccccc21 | 1.4 | 3.7 | 1.5 | 13.4 | 3.8 | ? | -0.7 | 1.3 | -10.2
7 | CN1CCCN(C(=O)COc2ccc(F)cc2F)CC1 | 1.1 | 4.5 | 0.3 | 1.3 | -1.7 | -0.7 | 5.9 | 0.9 | -1.2
8 | Clc1ccccc1CSc1ncccn1 | -0.8 | 0.1 | -2.3 | 11.3 | -1.0 | -1.1 | -1.0 | 1.9 | -0.2
9 | CC(OC(=O)Cn1cnc2c1c(=O)n(C)c(=O)n2C)C(=O)NC1CCCCC1C (configuration not stated) | -1.9 | -1.0 | 0.0 | -4.5 | -0.6 | 3.5 | . | -3.1 | -2.8
10 | c1ccc(Cn2c(CNc3nc4ccccc4n3CCN3CCOCC3)nc3ccccc32)cc1 | -3.3 | -0.2 | -2.0 | 0.5 | ? | -1.7 | -0.4 | -3.0 | 0.5
11 | Cc1ccc(NC(=O)c2ccc3c(c2)C(=O)N(c2cc(C)ccc2C)C3=O)nc1 | 0.3 | -0.6 | 0.7 | 0.3 | 0.8 | 7.7 | -2.8 | 0.3 | -0.3
12 | Cc1cccc(Nc2nc(-c3ccc(O)c(O)c3)cs2)n1 | -0.5 | 0.7 | 3.2 | -0.5 | -5.6 | 12.1 | 0.6 | 3.0 | -11.8
13 | CCN(CC)CCC(c1ccc2c(c1)OCO2)c1c(OC)cc(OC)c2c(-c3ccccc3)cc(=O)oc12 (configuration not stated) | -5.3 | -1.2 | 4.6 | 13.2 | 0.1 | -18.2 | 2.4 | 4.0 | -0.8
14 | C=CCn1c(SCC(=O)Nc2cc(OC)c(NC(=O)c3ccco3)cc2OC)nnc1-c1ccncc1 | -2.6 | -0.2 | 3.9 | 18.2 | 1.9 | ? | -0.2 | -1.3 | -0.4
15 | CCn1nnc(NC(=O)c2ccc(Br)o2)n1 | -2.6 | -0.7 | 0.1 | -1.9 | 1.7 | 4.8 | 0.2 | -3.3 | 1.7
16 | COc1cccc(OC)c1C(=O)NC(=S)Nc1ccc2c(c1)C(=O)N(C)C2=O | -1.2 | -1.0 | -0.1 | 9.9 | -0.2 | -4.1 | . | 1.9 | -0.5
17 | COC(=O)c1ccc(C(=O)Nc2ccc3nc(-c4cccnc4)[nH]c3c2)cc1 | -0.4 | -1.4 | -3.4 | 21.9 | -0.9 | -0.1 | . | -1.4 | -0.2
18 | COc1ccc(S(=O)(=O)N(C)C[C@H]2OCCCC[C@H](C)Oc3ccc(N(C)C)cc3C(=O)N([C@H](C)CO)C[C@@H]2C)cc1 | -5.7 | . | 0.5 | -5.2 | 0.2 | 3.1 | -0.6&-1.1&-1.7 | . | -3.9
19 | NC1=NC(=Nc2ccc(Br)cc2)c2ccccc21 | -2.8 | -0.6 | -0.8 | 10.1 | -0.8 | -2.3 | 1.8 | 0.7 | 4.4
20 | COc1cc(CNc2ccccc2)c([N+](=O)[O-])cc1OC | 0.2 | -0.9 | 6.7 | 5.2 | -3.2 | -38.5 | 1.1 | -0.3 | -25.1
21 | O=c1c2c(nc3n1CCCCC3)sc1c(O)cccc12 | 0.4 | 1.1 | 2.2 | 9.0 | 0.4 | -1.9 | -1.8 | 3.7 | 2.3
22 | COC(=O)C1=C(c2cccc(OC)c2OC)C[C@@H]2CC[C@H]1N2C(=O)N1CCC(O)CC1 | -2.1 | -0.3 | 0.6 | 0.0 | -0.7 | -4.3 | 0.2 | 0.2 | 0.9
23 | CC(=O)c1cn(CC(=O)NCc2cccnc2)c2ccccc12 | -2.3 | -0.4 | 0.2 | 2.8 | 0.8 | -0.1 | -1.2 | 0.4 | 2.6
24 | CCCCOc1ccc(Cl)cc1CSc1nnc(C)n1N | -1.5 | 0.2 | 2.1 | 7.1 | 1.1 | 5.1 | . | -1.8 | -2.6
25 | O=C(Nc1cccc(Cl)c1)c1ccc(NCC2CCCO2)c([N+](=O)[O-])c1 (configuration not stated) | -1.2 | 0.5 | 4.0 | 8.3 | -0.2 | -7.2 | -1.3 | 0.5 | -4.2
26 | CCCc1cc(C(=O)NNC(=S)Nc2cccc(C)c2)cs1 | 4.9 | 18.4 | -3.3 | 2.2 | 0.4 | -2.0 | 0.8 | 1.9 | -1.7
27 | Cc1ccc(CNC(=O)CN2CCCC(C)C2)cc1 (configuration not stated) | -1.6 | -1.7 | -1.2 | -2.9 | -1.1 | -6.8 | -1.5 | 0.0 | -14.4
28 | COc1ccc(CCNC(=O)[C@H](CC(C)C)NC(=O)N2CCn3c2nc2ccccc23)cc1OC | -1.7 | 1.9 | -0.2 | 4.3 | 0.7 | -0.5 | -2.7 | 0.7 | -3.7
29 | COC(=O)c1[nH]c2ccc(Br)cc2c1NC(=O)C(C)N1CCN(C2CCCCC2)CC1 (configuration not stated) | -0.7 | -0.3 | 0.0 | 10.6 | -0.3 | -1.0 | 1.4 | -5.9 | 2.2
30 | COc1cc(/C=C2/SC(=O)N(CC(=O)N3CCCC3)C2=O)ccc1Oc1ccc([N+](=O)[O-])cn1 | -0.4 | 0.8 | -1.9 | 13.2 | . | . | 2.3 | 2.7 | .

Record cards, as listed above.
Listed for `COc1cccc(OC)c1C(=O)NC(=S)Nc1ccc2c(c1)C(=O)N(C)C2=O` → FadD28 FP inh: -1.2; PfHsp40 yeast: -1.0; Mtb FBA inh: -0.1; GDH-TPI counter: 9.9; BoNT-A LC inh2: -0.2; BoNT F protease: -4.1; BioA inh: .; UGM FP inh: 1.9; Anthrax LF inh2: -0.5
Listed for `COc1cc(/C=C2/SC(=O)N(CC(=O)N3CCCC3)C2=O)ccc1Oc1ccc([N+](=O)[O-])cn1` → FadD28 FP inh: -0.4; PfHsp40 yeast: 0.8; Mtb FBA inh: -1.9; GDH-TPI counter: 13.2; BoNT-A LC inh2: .; BoNT F protease: .; BioA inh: 2.3; UGM FP inh: 2.7; Anthrax LF inh2: .

Continued:
nr | SMILES | FadD28 FP inh | PfHsp40 yeast | Mtb FBA inh | GDH-TPI counter | BoNT-A LC inh2 | BoNT F protease | BioA inh | UGM FP inh | Anthrax LF inh2
31 | COc1ccc(/C=C/C(=O)NC(=S)NNC(=O)c2ccco2)cc1 | 1.5 | 11.9 | 12.1 | 41.2* | -1.0 | -6.6 | -1.2 | 0.9 | -1.5
32 | O=C(NCc1ccccn1)c1ccccc1-c1ccccc1 | 0.0 | 0.0 | 0.9 | 1.6 | -0.7 | -2.8 | . | -0.7 | -3.1
33 | O=C(Nc1ccccc1)C1CCCCN1S(=O)(=O)c1ccccc1 (configuration not stated) | 0.6 | -0.8 | 0.6 | 1.2 | 0.0 | -0.2 | -0.1 | -1.2 | 2.2
34 | CC1CCCCC12NC(=O)N(CC(=O)N1CCN(Cc3ccc(C#N)cc3)CC1)C2=O (configuration not stated) | -1.1 | -2.7 | 4.1 | 1.5 | -0.5 | -12.3 | -0.1 | -0.5 | -11.2
35 | CCc1ccc(N2CC(C(=O)Nc3ccc(S(=O)(=O)Nc4ncccn4)cc3)CC2=O)cc1 (configuration not stated) | 0.5 | 0.9 | 3.9 | -3.8 | -2.1 | 13.6 | -0.8 | 0.5 | -2.7
36 | Cc1cc(C)c(NC(=O)COC(=O)Cc2cccs2)c(C)c1 | -0.6 | -1.1 | 1.9 | 5.2 | -3.1 | -16.2 | . | 3.0 | -3.7
37 | O=[N+]([O-])c1ccc(S(=O)(=O)N/N=C/c2ccc3c(c2)OCO3)cc1 | -0.3 | -0.1 | 3.0 | 4.1 | 0.1 | 3.6 | -0.6 | 1.7 | 3.2
38 | CN(C)S(=O)(=O)c1ccc(/C(O)=C2/C(=O)C(=O)N(CCCN3CCOCC3)C2c2ccncc2)cc1 (configuration not stated) | -2.2 | -1.6 | -1.2 | 9.9 | -0.4 | 5.8 | -2.5 | -1.8 | -14.5
39 | COCCNC(=O)C(=O)N/N=C/c1cccs1 | 0.2 | -1.8 | 4.5 | 9.6 | 0.2 | -3.7 | . | -2.9 | -3.4
40 | O=C(NCC1=C(c2ccc3ccccc3c2)C[C@@H]2CC[C@H]1N2Cc1ccco1)c1nccs1 | -1.3 | . | 1.4 | 5.2 | -0.4 | -2.4 | -2.5 | . | -2.9
41 | Cc1cccc(-c2cc(C(=O)NCc3ccccn3)c3ccccc3n2)c1 | -2.3 | 2.1 | 13.6 | 7.9 | 0.5 | 1.4 | . | -2.5 | -0.5
42 | C=CCn1c(SCN2C(=O)c3ccccc3C2=O)nc2ccc(Cl)cc2c1=O | -2.0 | -0.9 | -0.6 | 16.1 | -0.2 | -9.0 | 0.5 | 3.8 | 2.3
43 | O=S1(=O)CC(N2CCN(CCO)CC2)CN1C1CCCCC1 (configuration not stated) | -0.7 | . | 0.2 | . | 1.4 | 2.2 | -0.3 | . | -5.0
44 | CC(=O)c1cccc(-c2ccnc3c2CC(C(=O)Nc2ccc(F)c(Cl)c2)O3)c1 (configuration not stated) | -2.3 | . | 3.2 | -1.8 | -1.0 | -5.8 | 0.2 | . | -2.5
45 | COCCSc1ccccc1C(=O)Nc1ccc(Cl)cn1 | -1.1 | 0.2 | -2.7 | -0.7 | -0.2 | -6.9 | -2.1 | -1.3 | 0.4
46 | COc1ccccc1C(=O)Nc1cccc(NC(=O)c2ccccc2OC)n1 | -2.5 | -0.8 | 1.0 | 3.5 | -1.9 | -5.8 | -2.9 | 0.8 | -3.3
47 | Cc1cccc(C(=O)O)c1O | 1.7 | . | 38.4* | 0.7 | 0.0 | -0.5 | -1.3 | . | 6.4
48 | Cc1nc2c(-c3ccc(Cl)cc3)cnn2c(N)c1-c1ccc(F)cc1 | -3.1 | 1.0 | 3.6 | 2.2 | -2.8 | -12.3 | 4.6 | -1.7 | -10.7
49 | O=C1CC(c2ccc(O)cc2)Oc2cc(O)ccc21 (configuration not stated) | 1.0 | -1.2 | 2.1 | 15.3 | 0.1 | 0.7 | -1.5 | 0.2 | -0.1
50 | Cc1nc2cnccc2n1C | 0.3 | -1.5 | -1.1 | -0.6 | -0.2 | -1.9 | -3.3 | 0.8 | 1.8
51 | CC(CCCN(C)C)C(Cc1ccccc1)c1ccccc1 (configuration not stated) | -8.3 | . | -0.1 | -0.7 | -0.8 | -3.7 | 1.4 | 0.0 | -3.2
